High-throughput results (PubChem BioAssay)
Avidin fluor – avidin bead compound fluorescence profile; Avidin beads, compound fluorescence 488/530 nm, flow cytometry; active compounds read high; fluorescence (KMESF) at 10 µM; 0.38% of 220,000 active; in the data active = fluorescence above about 47; note: inactives centre near 10
HRas wt GTP bind – changes GTP binding to wildtype human HRas | P01112 | GST-Ras wt beads, Bodipy-FL-GTP binding, flow cytometry; actives lie on both sides | GTP binding activity, % at 10 µM | 0.14% of 190,000 active | AID 759;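 active = GTP binding activity at least 20% away from the 100% baseline, either lowered as inhibitor or raised as activator; inconclusive = flagged as likely green fluorescent, judged across all proteins in the well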;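 note: 0% = unlabeled GTP competition control and 100% = no-compound control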
Target sequence (P01112 whole entry, looked up): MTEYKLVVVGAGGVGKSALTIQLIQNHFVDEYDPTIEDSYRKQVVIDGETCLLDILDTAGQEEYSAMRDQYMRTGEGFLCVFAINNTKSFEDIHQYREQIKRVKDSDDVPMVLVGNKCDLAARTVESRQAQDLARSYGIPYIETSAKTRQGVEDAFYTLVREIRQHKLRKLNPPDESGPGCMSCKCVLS
Pf gamet viab – P. falciparum stage V gametocyte viability inhibition; P. falciparum stage V gametocytes, ATP luminescence, 24 h; inhibition, % at 10.9 µM; 0.065% of 150,000 active;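 active = inhibition above the mean plus 3 SD of compounds within the control limits, set per campaign, cut at about 38% in these data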;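 note: 0% = DMSO wells and 100% = medium only without gametocytes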
Rab7 wt GTP bind – alters GTP binding to wildtype dog Rab7; GST-Rab7 beads, fluorescent GTP binding, flow cytometry; actives lie on both sides; untreated = 100%, excess cold GTP = 0%; GTP binding activity (percent of control), % at 10 µM; 0.055% of 190,000 active;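 active = fluorescent GTP binding to Rab7 beads changed by at least 20 points from the 100% baseline, either direction, mostly lower; inconclusive = compound itself probably fluorescent, or too few beads counted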;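 note: median green fluorescence of bound Bodipy-FL-GTP per Rab7 bead population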
GSH fluor – compound fluoresces at 488/530 nm on GSH beads. fluorescence (KMESF) at 10 µM. AID 1776. 0.25% of 190,000 active. GSH beads flow cytometry, compound fluorescence 488/530 nm; active compounds read high; in the data active = fluorescence above about 89;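 note: glutathione beads carrying GST-tagged Bcl family fusion proteins plus one bare bead set; values are compound well signal with DMSO vehicle wells as background; inactives centre near 16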
Mcl1-Bid inh – Mcl-1/Bid interaction inhibition; TR-FRET Mcl-1/Bid-Dy647 peptide binding, 1536-well; inhibition, % at 21.7 µM; 0.97% of 220,000 active; AID 1021;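 active = compounds that cut the binding signal by more than half at the single screening dose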;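 note: His-tagged Mcl-1 with europium anti-His antibody binding Bid BH3 peptide; 0% = Mcl-1 plus peptide wells and 100% = peptide-only wells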
Target sequence (Q07820 whole entry, looked up): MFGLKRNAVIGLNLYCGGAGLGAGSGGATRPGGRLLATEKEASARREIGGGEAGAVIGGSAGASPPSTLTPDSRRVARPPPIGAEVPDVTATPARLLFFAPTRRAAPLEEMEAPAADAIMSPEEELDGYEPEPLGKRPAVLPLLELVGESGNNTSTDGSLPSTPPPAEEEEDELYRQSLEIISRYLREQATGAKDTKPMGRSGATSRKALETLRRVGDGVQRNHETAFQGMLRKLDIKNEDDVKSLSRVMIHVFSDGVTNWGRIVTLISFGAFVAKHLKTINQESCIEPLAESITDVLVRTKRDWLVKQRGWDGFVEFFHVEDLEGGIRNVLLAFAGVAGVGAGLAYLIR
Rac1 mut GTP – modulators of GTP binding to human Rac1 activated mutant | P63000 | percent activity (GTP binding), % at 10 µM | 0.11% of 190,000 active | GST-Rac1 activated beads, fluorescent GTP binding, flow cytometry; actives lie on both sides; 100% means binding = to untreated wells;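 active = GTP binding at least 20 percentage points away from the 100% baseline, in either direction, so actives lie on both sides; inconclusive = Compound likely fluorescent itself, or too few beads counted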
Rac1 wt GTP bind – modulators of human Rac1 wildtype GTP binding | GST-Rac1 beads, fluorescent GTP binding, flow cytometry; actives lie on both sides; 0 = cold GTP competed, 100 = untreated | AID 757 | P63000 | 0.27% of 190,000 active | GTP binding activity (% of control), % at 10 µM;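 active = GTP binding activity at least 20 points away from the 100% control level, either lower or higher; inconclusive = compound flagged as likely green fluorescent, judged across all proteins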
Rab2 wt GTP – changes GTP binding to wildtype dog Rab2A, up or down; 0.19% of 190,000 active; AID 760; GST-Rab2 wt beads, Bodipy-GTP binding, flow cytometry; GTP binding activity, % at 10 µM; P61105;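 active = GTP binding activity at least 20 points away from 100%, either lowered or raised; inconclusive = signal likely due to the compound's own green fluorescence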;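 note: 0% = beads with excess unlabeled GTP and 100% = no-compound control corrected for plate trend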
Mcl1-Noxa inh – disrupts binding of human Mcl-1 to Noxa peptide | Q07820 | TR-FRET Mcl-1/Noxa peptide binding, 2 h | inhibition, % at 21.7 µM | 1.5% of 220,000 active;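 active = compounds that cut the protein-peptide binding signal by more than 50% relative to plate controls in a single-dose test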;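 note: His-tagged Mcl-1 with rhodamine Noxa BH3 peptide and terbium anti-His antibody; 0% = Mcl-1 plus Noxa peptide wells and 100% = peptide-only wells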
Cdc42 wt GTP – modulators (inhibitors or activators) of GTP binding to human Cdc42 wildtype; P60953; GST-Cdc42 beads, Bodipy-GTP binding, flow cytometry; actives lie on both sides; percent activity (GTP binding), % at 10 µM; 0.2% of 190,000 active;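 active = percent activity GTP binding at least 20 points away from the 100% baseline, either down as inhibitor or up as activator; inconclusive = compound flagged as likely green fluorescent from well-wide comparison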;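 note: median bead fluorescence of bound Bodipy-FL-GTP at 100 nM; 0% = excess unlabeled GTP control and 100% = no compound control; below 100% means less GTP binding so inhibitor and above means activator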
Target sequence (P60953 whole entry, looked up): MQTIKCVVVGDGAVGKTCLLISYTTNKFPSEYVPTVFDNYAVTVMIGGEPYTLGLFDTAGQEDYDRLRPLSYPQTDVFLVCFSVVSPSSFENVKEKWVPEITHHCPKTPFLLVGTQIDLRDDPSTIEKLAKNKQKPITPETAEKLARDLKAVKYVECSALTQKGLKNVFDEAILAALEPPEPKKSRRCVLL
Active calls of the source: *; ? = inconclusive; . = not tested or not shown.

SMILES	Avidin fluor	HRas wt GTP bind	Pf gamet viab	Rab7 wt GTP bind	GSH fluor	Mcl1-Bid inh	Rac1 mut GTP	Rac1 wt GTP bind	Rab2 wt GTP	Mcl1-Noxa inh	Cdc42 wt GTP
Clc1ccc(-c2cn3cccnc3n2)cc1	5	102	-18	101	43	-40	100	110	99	-8	102
C=CCn1cccc(/C=C/C(=O)c2ccc(C(C)(C)C)cc2)c1=S	1	99	.	97	5	-38	100	107	95	8	94
Cc1nn(Cc2ccccc2)c(C)c1NC(=O)CCC(=O)O	10	99	.	96	8	-28	97	100	95	-1	101
CCn1c(CC(=O)Nc2ccc(C)c(Cl)c2)nnc1SCc1ccc(Cl)c(Cl)c1	7	97	.	96	4	-24	96	97	97	-18	97
O=C(CCC1CCCC1)N1CCC(N2CCN(c3ccccc3)CC2)CC1	11	102	13	102	7	15	98	106	104	40	103
O=C(Cc1ncc(C(F)(F)F)cc1Cl)N1CCN(c2cccc(Cl)c2)CC1	22	101	.	104	20	-7	98	102	100	9	101
CCOc1cnc(C(=O)NNC(=O)c2ccccc2Br)o1	15	94	.	94	10	-30	97	97	98	-7	98
Cc1cccc2cc(C(c3nnnn3C(C)(C)C)N(Cc3ccco3)CC3CCCO3)c(=O)[nH]c12 (stereo not given)	15	102	-34	104	36	-2	96	105	101	20	101
Cc1ccccc1NC(=O)c1ccc(OCC(=O)Nc2ccccc2F)cc1	6	100	.	98	21	-17	98	103	100	-2	100
O=C(CSc1nccc(=O)[nH]1)Nc1ccccc1Sc1ccccc1	10	96	3	92	12	-27	95	94	94	15	96
Cc1cc(=O)oc2cc(NC(=S)NCc3cccnc3)ccc12	8	100	.	105	18	-18	95	102	102	20	94
CC12CC3(C)CC(C)(C1)CC(C(=O)NC(=S)N1CCCC1)(C2)C3	7	95	5	105	22	3	91	95	97	12	90
Cc1ccc(S(=O)(=O)N2CCN(C(=O)CCC(=O)NCCc3ccc(S(N)(=O)=O)cc3)CC2)c(C)c1	11	95	4	98	19	1	93	97	104	4	105
COCc1c(C(=O)OCc2c(C)noc2C)oc2ccccc12	5	?	4	?	15	2	?	?	?	8	?
CCc1nnc(NC(=O)CSc2nc(-c3ccc(F)cc3)cc(-c3ccccc3)c2C#N)s1	18	102	8	102	13	60*	99	105	100	-14	101
Cc1cc(C)c(CSc2ncc(-c3ccc([N+](=O)[O-])cc3)[nH]2)c(C)c1	9	101	-4	100	38	-10	97	100	99	18	102
CCc1nc(SCC#N)c(C#N)cc1C	10	101	.	108	15	-22	94	96	99	12	99
COc1ccc2cc(CN(CCCN3CCOCC3)Cc3nnnn3C3CCCCC3)c(=O)[nH]c2c1	7	100	.	97	67	-24	97	98	98	26	99
CCCCCOc1ccc(CSc2n[nH]c(C)n2)cc1	8	96	11	96	13	3	94	94	95	2	98
O=C(NC(=S)N(Cc1ccccc1)c1ccccn1)C1CC1	12	101	.	99	11	-9	99	105	100	4	97
CCOC(=O)Nc1cc(Br)c2c(c1)OCCO2	4	100	.	101	39	7	97	97	99	0	98
COc1ccc(-c2cc(C(=O)O)nc3ccc4ccccc4c23)cc1OC	11	93	13	98	19	-8	95	97	93	5	94
Cc1ccccc1Nc1nc(=O)c2cc([N+](=O)[O-])ccc2s1	12	98	-33	93	11	-7	99	98	95	25	100
O=S(=O)(NCC(c1cccnc1)N1CCN(c2ccccc2F)CC1)c1cccs1 (stereo not given)	6	101	.	104	24	-20	99	107	103	9	101
COC(=O)c1cn(C)c2ccc(S(=O)(=O)N3CCCCC3)cc2c1=O	25	100	6	99	16	-5	98	107	100	26	101
More structures
SMILES	Avidin fluor	HRas wt GTP bind	Pf gamet viab	Rab7 wt GTP bind	GSH fluor	Mcl1-Bid inh	Rac1 mut GTP	Rac1 wt GTP bind	Rab2 wt GTP	Mcl1-Noxa inh	Cdc42 wt GTP
O=C(COC(=O)c1cc(S(=O)(=O)N2CCOCC2)cs1)c1ccccc1	7	103	-10	103	9	-24	101	107	101	16	103
O=C(CSc1nnc(-c2ccc(NS(=O)(=O)c3ccccc3)cc2)o1)NCC1CCCO1 (stereo not given)	14	95	-9	95	31	12	93	92	95	14	95
CCn1cc(Cl)c(C(=O)Nc2cc(C(=O)OC)cc(C(=O)OC)c2)n1	8	100	14	103	8	-22	97	99	98	8	97
Cc1ccccc1OCC1CN(CN2CCOCC2)C(=O)O1 (stereo not given)	7	99	.	97	51	-12	97	99	97	18	97
Cc1ccsc1/C=N/NC(=O)c1cc(-c2ccncc2)nc2ccccc12	3	100	-9	106	9	-36	98	105	99	18	100
O=C(Nc1nc2ccccc2s1)c1cc(-c2ccccc2)nn1-c1ccccc1	14	98	-18	95	4	-13	98	105	98	-36	104
CC(C)N1C2OC(C3OC4C(O3)N(C(C)C)S(=O)(=O)N4C(C)C)OC2N(C(C)C)S1(=O)=O (stereo not given)	11	102	-20	103	36	-52	99	109	101	1	100
CCCOC(=O)CSC1=C(C#N)C(c2ccccc2Cl)CC(=O)N1 (stereo not given)	6	99	.	101	13	-15	98	105	101	-3	105
COCC(C)n1c(C)cc(C(=O)CSc2nnc(N)s2)c1C (stereo not given)	4	99	.	96	17	-89	97	98	97	9	99
CCCCc1nc(S(=O)(=O)c2ccc(Cl)cc2)c(N2CCOCC2)o1	4	99	.	98	14	-21	97	99	99	9	99
O=S(=O)(c1ccc(Cl)cc1)N1CCNCC1	13	94	2	94	11	-16	95	97	97	-4	91
COc1ccc(-n2c(SCC#N)nnc2-c2ccc(NS(=O)(=O)c3ccc(C)cc3)cc2)cc1	5	98	.	97	25	-5	95	97	96	2	96
COc1cc(/C=N\NC(=O)c2ccc(C)nc2)ccc1OC(=O)c1ccc2c(c1)OCO2	9	96	-4	94	13	23	96	102	96	-45	99
CC(C)OCCCNC(=O)Cc1ccc(F)cc1	8	99	.	101	16	-4	100	101	102	18	101
C=CCn1c(=O)/c(=C/c2cc(OC)c(OC)c(OC)c2)s/c1=C(/C#N)c1nc2ccccc2n1C	12	94	.	98	28	-7	95	97	94	19	94
C/C(=N\NC(=O)c1cc(-c2cccc([N+](=O)[O-])c2)n[nH]1)c1ccccc1O	20	93	-11	93	14	73*	88	90	87	58*	92
O=C(CSc1nnnn1C1CCCC1)N1CCN(C(=O)c2ccco2)CC1	36	101	.	100	16	-1	99	102	102	-2	103
O=C(NCc1ccc2c(c1)OCO2)C1CCN(Cc2cnn(-c3ccccc3)c2-n2cccc2)CC1	42	101	.	99	14	-6	99	104	101	8	103
O=c1c2[nH]c3ccc(F)cc3c2nc2n1CCCS2	8	92	5	99	16	-6	92	92	94	14	93
Cc1ccc(-c2nnc(N(C)C(=O)c3cccnc3)s2)cc1	33	102	-4	102	10	-19	100	102	102	9	102
Cc1[nH]c2ccccc2c1C(C[N+](=O)[O-])c1cccc(O)c1 (stereo not given)	13	95	-19	95	9	-15	94	94	94	0	95
Cc1oc(-c2cccs2)nc1CN1CCN(CCC(C)C)C(CCO)C1 (stereo not given)	8	94	-22	94	10	-2	94	97	98	-6	97
Cc1cc2ccccc2n1CCNC(=O)Cc1cccc2ccccc12	6	96	.	96	27	-6	94	97	96	7	94
N#CCCn1c(SCC(=O)N2CCN(S(=O)(=O)c3ccccc3)CC2)nc2ccccc21	7	102	.	101	5	-35	98	102	99	1	101
Cc1cccc[n+]1C1C(c2ccc([N+](=O)[O-])cc2)C(C#N)=C(C(=C=[N-])C#N)NC1(O)C1CC1 (stereo not given)	10	92	.	90	10	-26	94	96	93	-6	96
Continued.
SMILES	Avidin fluor	HRas wt GTP bind	Pf gamet viab	Rab7 wt GTP bind	GSH fluor	Mcl1-Bid inh	Rac1 mut GTP	Rac1 wt GTP bind	Rab2 wt GTP	Mcl1-Noxa inh	Cdc42 wt GTP
O=C(NC(=S)N(Cc1ccccc1)c1ccccn1)C1CCCCC1	12	102	-12	99	10	-15	103	106	102	15	107
O=C(O)c1cccc(COCC(F)(F)C(F)F)c1	7	100	.	99	15	-4	98	102	100	6	103
COCC1CCCCN1Cc1cn[nH]c1-c1ccc2cc(OC)ccc2c1 (stereo not given)	12	98	10	96	16	-15	96	103	100	10	99
COCCCNC(=S)N1CCN(c2ccccc2)CC1	10	96	.	104	15	-34	95	97	99	-3	96
COc1ccc2oc(=O)c(C(=O)N3CCN(c4ccccc4)CC3)cc2c1	34	98	15	96	21	-20	98	100	98	-32	97
O=C1c2ccccc2S(=O)(=O)N1CC1CC(c2ccccc2)=NO1 (stereo not given)	15	105	.	100	15	-21	104	119	101	6	109
CC(C)CCNC(=O)CN(C(=O)Cn1nnc(-c2ccccc2F)n1)c1cccc2c1CCCC2	-1	103	21	103	23	5	99	103	103	-15	103
Cc1ccc(NC(=O)CN2C(=O)CSC2=O)cc1	21	104	.	98	22	-10	100	105	100	7	106
COC(=O)c1ccsc1NC(=O)CSc1nnnn1-c1ccccc1SC	10	98	3	94	24	-13	95	93	96	3	100
COc1ccc(-c2nnc3n(CCc4ccccc4)c(=O)c4ccccc4n23)cc1OC	6	101	7	97	13	-38	102	105	100	-2	104
CC(C)(C)C(=O)NC(=S)NNC(=O)c1ccc(-c2ccccc2)cc1	9	93	.	100	13	-35	90	91	95	-24	92
CCCCCCC(=O)Nc1nc(C)c(-c2csc(Nc3cc(OC)ccc3OC)n2)s1	28	101	-7	98	23	4	102	105	100	41	105
CCCOC(=O)Nc1ccc(S(=O)(=O)Nn2cnnc2)cc1	7	105	-5	102	68	0	102	104	105	15	108
COC(=O)C1=C(CSc2nncn2C)NC(=O)NC1c1ccc(F)cc1 (stereo not given)	8	106	15	104	20	-7	102	104	107	-1	106
COc1ccc(-c2c(C)n([O-])c3c([n+]2=O)CCCC3)c(OC)c1	9	105	12	104	11	6	99	105	103	11	105
C=CCn1c(SCC(=O)NCCC2=CCCCC2)nc2ccc(Cl)cc2c1=O	12	97	.	95	31	9	90	91	93	18	93
CCOc1ccc(C2C(C(=O)OC)=C(C)N=C3SCCC(=O)N32)cc1OCC (stereo not given)	14	104	.	105	31	-1	102	108	104	-12	106
CN(C)c1ccc(NC(=O)N2CCOCC2)cc1	4	99	.	96	28	-41	97	104	99	16	100
COc1ccc(N2CCN(C(=O)c3ccc(Cn4c(=S)[nH]c5ccc(N6CCOCC6)cc5c4=O)cc3)CC2)cc1	5	96	1	96	16	-91	100	102	94	-36	98
Cc1cc(SCC(=O)Nc2ncc(Cl)cc2Cl)nc2ccccc12	6	94	.	96	15	-20	96	95	94	-40	96
Cn1c(SCC2CCCO2)nnc1-c1ccc([N+](=O)[O-])cc1 (stereo not given)	12	99	17	105	12	-9	99	100	100	14	100
